Screens (PubChem)
NALP1 yeast inh = blocks the NALP1 inflammasome reconstituted in yeast; inhibition, % at 10 µM; S. cerevisiae NALP1/ASC/caspase-1 growth, X-gal OD620, 72 h; hit rate 0.61% among 280,000; in the data active = inhibition mostly above about 24%, no sharp cut-off; inactive = mostly below about 32%; note: some compounds called inactive have numbers as strong as hits
PfM18AAP inh = blocks P. falciparum M18 aspartyl aminopeptidase; recombinant PfM18AAP, H-Glu-NHMec fluorogenic cleavage; inhibition, % at 7.35 µM; AID 1822; hit rate 1.2% among 290,000;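 active = inhibition above the campaign mean inhibition over all tested compounds plus 3 SD, cut at about 28% in these data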;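 note: 0% = plate median of test compound wells and 100% = 2 mM ZnCl2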
OXTR agonist = human OXTR agonism; CHO-OTR cells, Fluo-8 calcium fluorescence; normalized: DMSO 0%, oxytocin 100%; hit rate 0.32% among 320,000; activation, % at 3 µM;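 active = activation above the mean of all tested compounds plus 3 SD, cutoff set per screening run, cut at about 20% in these data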;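 note: peak over basal fluorescence ratio from a 100 s FLIPR kinetic read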
Target sequence (P30559 whole entry, looked up): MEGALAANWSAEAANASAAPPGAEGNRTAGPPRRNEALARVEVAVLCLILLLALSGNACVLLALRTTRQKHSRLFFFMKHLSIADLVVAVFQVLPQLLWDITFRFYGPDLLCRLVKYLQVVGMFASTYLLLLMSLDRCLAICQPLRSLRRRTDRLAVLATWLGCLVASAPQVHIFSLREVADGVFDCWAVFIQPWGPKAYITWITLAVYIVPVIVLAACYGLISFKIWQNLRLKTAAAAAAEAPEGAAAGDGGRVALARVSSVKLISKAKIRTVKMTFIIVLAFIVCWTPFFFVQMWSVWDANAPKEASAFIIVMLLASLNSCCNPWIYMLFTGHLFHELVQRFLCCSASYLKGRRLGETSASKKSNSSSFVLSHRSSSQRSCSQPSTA
V1aR counter = counter-screen for oxytocin receptor agonists: human V1a receptor agonists. CHO-V1R cells, Fluo-8 calcium fluorescence, agonist mode; 0% DMSO, 100% 3 nM vasopressin. activation, % at 3 µM. hit rate 0.25% among 320,000. AID 2797;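 active = activation above the mean activation of all tested compounds plus 3 SD, per screening run, cut at about 20% in these data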;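 note: signal is peak over basal fluorescence ratio across a 100 second FLIPR read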
Target sequence (P37288 whole entry, looked up): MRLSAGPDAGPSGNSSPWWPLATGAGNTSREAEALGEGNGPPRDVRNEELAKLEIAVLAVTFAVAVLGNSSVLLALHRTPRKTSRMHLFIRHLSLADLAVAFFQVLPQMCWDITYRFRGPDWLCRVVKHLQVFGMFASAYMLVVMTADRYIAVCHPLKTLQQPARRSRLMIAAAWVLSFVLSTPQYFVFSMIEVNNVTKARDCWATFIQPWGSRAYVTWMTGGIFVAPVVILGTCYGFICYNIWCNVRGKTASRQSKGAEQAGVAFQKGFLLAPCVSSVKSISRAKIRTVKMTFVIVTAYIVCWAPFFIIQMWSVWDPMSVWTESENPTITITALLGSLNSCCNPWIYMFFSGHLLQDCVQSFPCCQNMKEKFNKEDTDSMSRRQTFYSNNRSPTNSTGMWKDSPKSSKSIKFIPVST
OXTR potentiate = potentiators of human oxytocin receptor | P30559 | CHO-OTR cells, Fluo-8 calcium fluorescence, potentiator mode; 0% = oxytocin EC15, 100% = EC100 | activation, % at 3 µM | hit rate 0.061% among 320,000 | AID 2445;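 active = activation above that plate's cutoff, the mean activation of tested compounds plus 3 SD, cut at about 6.6% in these data, passing the limit was not always enough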;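 note: 100% uses oxytocin at 75 nM as the full agonist control; some results filed as inactive read as strong as hits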
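assay system = CHO-OTR cells, human receptor | schedule = compound 6 min at room temperature before oxytocin, 100 s read | detection = Fluo-8 intracellular calcium fluorescence, ex 470-495, em 515-575 nm | evaluation = normalized max/min fluorescence ratio, % activation | control set = EC15 oxytocin alone as 0%, 75 nM oxytocin (EC100) as 100%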
MEKK2 mut-MEK5 = signal of MEK5 binding to mutant human MEKK2 PB1 domain | bead flow cytometry, Alexa488-MEK5 binding to MEKK2 mutant | percent response, % at 10 µM | hit rate 0.35% among 290,000 | AID 1530; in the data active = percent response above about 24%, passing the limit was not always enough; note: inactives centre near 1; some results filed as inactive read as strong as hits
MEKK2wt PB1 HTS = raises or lowers MEK5 binding to wildtype human MEKK2 PB1 domain; bead flow cytometry, Alexa488-MEK5 binding to MEKK2 WT; actives lie on both sides; AID 1531; binding response (% of control), % at 10 µM; Q9Y2U5; hit rate 1.1% among 290,000; in the data active = binding response below about 67% or above about 130%
GPR7 antag = human neuropeptides B/W receptor 1 antagonism; P48145; GPR7-expressing cells, fluorescence antagonist assay; inhibition, % at 4.4 µM; hit rate 1.1% among 290,000; AID 1861; in the data active = inhibition above about 16%, passing the limit was not always enough;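 note: cells stimulated with the agonist NPW; 0% = agonist with vehicle and 100% = vehicle without agonist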
GalR3 antagonist = human GalR3 antagonism; HEK293 GalR3-CNG cAMP membrane potential fluorescence; galR3 body fused to GalR1 C-terminus; inhibition, % at 3 µM; hit rate 0.44% among 360,000; AID 651719;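 active = inhibition above the screen-wide average plus 3 SD, cut at about 13% in these data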;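 note: forskolin and galanin both at EC90 stimulate the cells; cAMP rise reported by CNG channel membrane potential dye signal; 0% = forskolin plus galanin with DMSO and 100% = forskolin alone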
* = called active by the depositor; · = no result given.

SMILES	NALP1 yeast inh	PfM18AAP inh	OXTR agonist	V1aR counter	OXTR potentiate	MEKK2 mut-MEK5	MEKK2wt PB1 HTS	GPR7 antag	GalR3 antagonist
O=C(C[C@H]1C(=O)N(CCc2ccccc2)C[C@@H]1Cc1ccccc1)Nc1ccccc1	-4.4	5.7	-0.9	-0.3	-3.2	-9.0	92.0	35.6	-4.0
O=C(NC1CC1)c1cc(=O)c2ccccc2o1	-24.1	5.7	-0.1	-0.3	-2.7	3.0	102.0	-13.2	-5.0
Cn1c(C(=O)OC(C(=O)NC2CCCCC2)c2ccccn2)cc2sccc21 (stereo not drawn)	37.7	4.7	-2.2	-0.8	-9.1	-18.0	96.0	-7.6	-3.5
COc1ccccc1C(=O)Oc1ccc2c(c1)O/C(=C\c1ccncc1)C2=O	4.0	-0.9	6.5	8.6	-3.1	-4.0	97.0	-5.2	-2.6
O=C(CCCc1nc2ccccc2s1)NC1CCOC1=O (stereo not drawn)	31.2	1.8	-0.2	0.3	-10.3	-6.0	92.0	-4.2	2.7
O=C(NC(=S)N1CCc2ccccc21)c1ccc(Br)o1	-2.2	2.9	-1.9	0.1	-11.2	0.0	102.0	-15.9	5.6
COc1ccc2ccccc2c1CN1CCN(C(=O)c2ccccc2)CC1	16.6	-9.9	4.4	1.1	-2.4	5.0	107.0	-8.2	-3.8
COc1ccc(S(=O)(=O)N/N=C(/C)c2cccc(NC(=O)c3ccccc3Cl)c2)cc1	15.9	7.3	1.7	4.6	-8.3	·	·	-1.9	-3.4
C=CCn1c(N)cc(=O)nc1SCC(=O)Nc1ccc(C(=O)OCC)cc1	1.8	2.1	-0.3	0.6	-7.5	7.0	104.0	6.3	-7.6
COc1cc([N+](=O)[O-])cc(/C=N/NC(=O)C(O)(c2ccccc2)c2ccccc2)c1O	-22.4	-6.4	-1.4	-0.4	0.2	10.0	100.0	-2.0	0.7
CCCCCCCCCCSc1n[nH]c(NC(C)=O)n1	17.4	6.6	0.8	5.1	-0.5	-8.0	90.0	-4.0	-4.6
CCn1c(=O)cc(SCC(=O)N(C)Cc2ccccc2)c2ccccc21	3.0	8.6	-0.6	-0.3	-8.9	3.0	109.0	-0.5	-2.3
CCCNC(=O)CN(c1ccccc1)S(=O)(=O)c1ccc(OC)c(OC)c1	12.3	3.5	-0.6	0.1	-1.4	1.0	96.0	-0.8	-3.8
Cc1cc(NC(=O)CS(=O)(=O)c2cn(Cc3cccc(F)c3)c3ccccc23)no1	5.7	11.0	0.4	3.0	-8.4	·	·	-0.7	-4.0
COc1ccc(Cl)cc1NCC(=O)Nc1ccc(OC)c(S(=O)(=O)N2CCCCC2)c1	·	·	1.0	1.8	-9.7	·	·	·	2.0
CN(C)C(=O)C1(c2ccccc2)CCN(S(=O)(=O)c2ccccc2)CC1	-2.1	1.9	-2.1	-0.8	-16.3	2.0	103.0	-11.8	2.5
CN(CC(=O)Nc1cccc(F)c1)CC(=O)Nc1cccc(S(=O)(=O)N2CCCCCC2)c1	-7.6	-3.8	3.2	2.4	-7.4	11.0	101.0	0.3	10.2
N#Cc1ccc(/C=C(\C(=O)C(=O)O)c2ccc3ccccc3n2)cc1	·	8.3	0.1	2.6	-5.2	4.0	108.0	-4.8	5.5
NS(=O)(=O)c1ccc(CNS(=O)(=O)c2cc(C(=O)O)ccc2Cl)cc1	-3.6	4.8	0.7	0.0	-3.9	-19.0	72.0	-0.8	8.4
CCC(c1ccccc1)c1nc(-c2ccccn2)no1 (stereo not drawn)	9.4	2.5	-1.4	0.8	-15.8	5.0	103.0	2.3	-4.3
O=C(OCCOCCN=C1NS(=O)(=O)c2ccccc21)c1ccncc1	-0.3	0.3	0.0	0.8	-4.3	-5.0	100.0	18.0	-4.0
Cc1cccc(NC(=O)CSc2nnc([C@@H]3CCCN3C(=O)OC(C)(C)C)o2)c1C	14.5	-12.4	-1.0	-0.8	-15.0	1.0	104.0	-7.5	5.3
Cc1csc(C(=O)O)c1NC(=O)c1cccc([N+](=O)[O-])c1	-19.3	6.1	-0.7	0.8	-11.7	0.0	99.0	-8.3	-6.0
OC1CCC(NC(=S)Nc2ccc(SC(F)F)cc2)CC1 (stereo not drawn)	5.9	3.1	0.4	-1.1	-19.3	-13.0	93.0	2.8	-5.7
Cc1ccnc2nc(C(=O)OCC(=O)Nc3ccc4c(c3)OC(F)(F)O4)nn12	16.3	-18.4	1.4	0.5	-4.8	-2.0	99.0	-0.2	-0.9
NC(=O)c1ccsc1NC(=O)c1ccc2c(c1)CCCC2	33.8	3.6	0.3	-1.0	-11.0	-4.0	97.0	-6.2	0.2
CCN(CC)C(=O)C1CCCN(C(=S)Nc2cccc3ccccc23)C1 (stereo not drawn)	19.7	0.0	-0.3	0.3	-7.7	0.0	96.0	-9.4	-1.2
COCCCN1C(=O)C(=O)/C(=C(/O)c2ccc(S(=O)(=O)N3CCCCC3)cc2)C1c1ccc(O)c(OC)c1 (stereo not drawn)	-3.9	3.8	1.0	0.5	-5.8	2.0	103.0	-5.1	1.0
COc1ccc(CCNC(=O)c2c(C)nn(-c3ccccc3)c2Cl)cc1OC	4.3	-8.7	-0.2	-0.3	-8.6	0.0	93.0	-1.4	-9.2
CCOc1ccc(N(CC(=O)N2CCCCC2)S(=O)(=O)c2ccc(Cl)cc2)cc1	-0.5	2.7	-1.8	-0.9	-1.5	-5.0	96.0	-0.6	-10.9
CCCN(CCC)C(=O)c1cc([N+](=O)[O-])cc2c1-c1ccc([N+](=O)[O-])cc1C2=C(C#N)C#N	-10.6	-3.2	-1.9	-1.4	-3.9	10.0	101.0	-7.8	-5.2
CCOC(=O)c1[nH]c2c(c1C)C(=O)CC(c1ccc(N(C)C)cc1)C2 (stereo not drawn)	25.5	10.6	6.6	5.6	-7.4	-4.0	97.0	6.3	-1.4
Cc1cc(C(=O)CSc2nnc(-c3ccccc3)n2C)c(C)n1C	1.7	2.8	-0.6	-0.5	-1.0	-2.0	98.0	-5.6	-3.2
CN(C)CC#Cc1cncc(C(=O)NNC(=O)Nc2ccc(Cl)cc2)c1	25.2	-1.0	-1.2	-0.4	-11.1	-23.0	81.0	-11.1	-4.2
O=[N+]([O-])CC(=Nc1ccc(F)cc1)N/N=C\c1oc(O)c2ccccc12	·	14.7	1.7	0.8	-6.2	1.0	106.0	-11.2	·
CCc1ccc(-n2cccc2/C=C2/C(=N)N3C(=NC2=O)SN=C3S(C)(=O)=O)cc1	-12.2	3.6	0.1	0.5	-8.9	0.0	115.0	0.6	4.0
CC1(C2CC2)NC(=O)N(CC(=O)N2CCN(c3ccccc3)CC2)C1=O (stereo not drawn)	·	·	0.2	1.1	-3.5	·	·	·	-3.4
O=C(c1cccc([N+](=O)[O-])c1)N1CCc2ccccc21	16.9	0.6	-1.9	-1.0	8.5	2.0	100.0	-10.0	-5.7
O=c1c2ccccc2nnn1Cc1ccc(F)cc1	19.5	-1.0	-0.8	-0.9	-4.7	-11.0	92.0	-1.5	-2.4
CCC(C(=O)N1CC2(C)CC1CC(C)(C)C2)N1C(=O)c2ccccc2C1=O (stereo not drawn)	-3.8	1.8	-2.5	-2.0	-7.8	2.0	99.0	2.7	-3.7
Nc1c(C(=O)N2CCOCC2)sc2nc3c(cc12)CCC3	-8.2	1.1	0.7	0.3	-0.3	-5.0	95.0	5.8	-4.2
CCN(CC)C(=O)c1sc(NC(=O)C(C)C)c(C#N)c1C	-12.0	-14.4	-0.3	0.3	-13.0	-4.0	98.0	-6.1	-7.2
Cc1ccnc(SCCn2c(N3CCC(C)CC3)nc3c2c(=O)[nH]c(=O)n3C)n1	-12.3	-2.0	·	·	·	6.0	102.0	-3.3	·
CCOC(=O)N1CCC(N2CCCC(C(=O)c3cccc(OC)c3)C2)CC1 (stereo not drawn)	·	1.7	0.7	0.4	-2.3	-1.0	99.0	0.4	-7.8
CCCC(=O)N1CCN(c2nc3ccc(Cl)cc3s2)CC1	6.5	-0.8	7.5	6.1	-8.0	2.0	105.0	-10.9	-9.8
COc1ccc(-c2c(C)nn3c(Cl)c(C)c(C)nc23)cc1	13.7	0.4	-2.4	-1.1	-15.1	-1.0	95.0	-5.0	-6.8
COCC1CCN(C(=O)CCc2nnc(CCCCc3ccccc3)o2)CC1	-2.8	2.1	0.7	0.5	5.7	-4.0	96.0	-1.3	-5.3
CC(CC(=O)Nc1cc(C(F)(F)F)ccc1Cl)c1ccccc1 (stereo not drawn)	4.2	-9.7	-1.2	-0.4	-4.7	3.0	108.0	-16.4	-3.3
Cc1nnc(NC(=O)c2nc(S(=O)(=O)Cc3ccccc3C)ncc2Cl)s1	4.1	-0.6	-1.4	-0.1	-3.7	0.0	99.0	-15.2	-9.1
CC(C)C(=O)NCc1cc(-c2ccccc2)no1	-23.3	-0.1	0.4	0.0	6.1	3.0	100.0	-21.0	-5.2
The list continues.
SMILES	NALP1 yeast inh	PfM18AAP inh	OXTR agonist	V1aR counter	OXTR potentiate	MEKK2 mut-MEK5	MEKK2wt PB1 HTS	GPR7 antag	GalR3 antagonist
CC(C)[C@H](NC(=O)N1c2ccccc2NC(=O)[C@@H]1C(C)C)C(=O)N1CCC(C(=O)O)CC1	19.5	-1.1	-0.5	-0.5	-0.5	-4.0	93.0	2.0	-2.2
CCCCNC(=O)CS(=O)Cc1nc(-c2cccc(C)c2)oc1C (stereo not drawn)	-4.6	5.5	0.1	-0.8	-3.2	-4.0	95.0	-4.7	·
COc1cc2c(cc1NC(=O)C(C)OC(=O)c1ccc(S(=O)(=O)Nc3ccccc3Cl)cc1)oc1ccccc12 (stereo not drawn)	10.1	-6.7	-0.6	-0.1	-0.3	-20.0	80.0	-4.2	-7.1
Cc1noc(/C=C/c2ccccc2F)c1S(=O)(=O)N1CCC(C(=O)N2CCN(C)CC2)CC1	11.8	0.6	0.9	2.2	-5.2	6.0	113.0	2.2	1.3
COc1ccccc1N1CCN(C(=O)C2Cc3ccccc3CN2C(=O)c2ccco2)CC1 (stereo not drawn)	·	·	-0.5	0.7	-1.6	·	·	·	-3.1
COc1ccc(NC(=O)C2CCCN(c3cc(C)nc4ncnn34)C2)cc1 (stereo not drawn)	0.4	-8.6	-0.6	-0.1	-9.2	-8.0	101.0	-0.5	-3.8
Clc1ccccc1CSc1nnc(Cn2cnc3ccccc32)n1-c1ccccc1	-4.8	4.1	-0.1	5.2	-8.6	8.0	109.0	19.6	-4.2
COc1ccc(/C=N/Nc2nc(N)cc(Cl)n2)cc1OC	9.2	16.8	0.2	0.2	-2.0	5.0	105.0	-14.0	-2.5

3 structures already listed, ordered by SMILES length, rising.
SMILES	NALP1 yeast inh	PfM18AAP inh	OXTR agonist	V1aR counter	OXTR potentiate	MEKK2 mut-MEK5	MEKK2wt PB1 HTS	GPR7 antag	GalR3 antagonist
COc1ccc(/C=N/Nc2nc(N)cc(Cl)n2)cc1OC	9.2	16.8	0.2	0.2	-2.0	5.0	105.0	-14.0	-2.5
Cc1noc(/C=C/c2ccccc2F)c1S(=O)(=O)N1CCC(C(=O)N2CCN(C)CC2)CC1	11.8	0.6	0.9	2.2	-5.2	6.0	113.0	2.2	1.3
CC(C)[C@H](NC(=O)N1c2ccccc2NC(=O)[C@@H]1C(C)C)C(=O)N1CCC(C(=O)O)CC1	19.5	-1.1	-0.5	-0.5	-0.5	-4.0	93.0	2.0	-2.2
